Screens from PubChem.
PolyA inhibitor = inhibitors of polyadenylation in S. cerevisiae; S. cerevisiae SKY197-pL101 polyadenylation reporter, beta-gal luminescence; efflux-impaired pdr1/pdr3 knockout yeast; score 100 = 6 SD above DMSO; calls only at 12 µM; actives 0.02% (n = 300,000);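 active = lowest replicate activity score at least 50, where 100 means six control SD above control mean; inconclusive = lowest score under 50 but half or more replicates reach 50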;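 also: yeast exposed to compound for 9 h at 30 °C; higher score means more reporter readthrough which indicates perturbed polyadenylation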
GSK3beta inhib = inhibitors of human GSK3beta kinase | P49841 | AID 2097 | GST-GSK3beta kinase, ADP-Glo luminescence, 60 min; stronger effect = lower value | activity score (negative = inhibition), % at 10 µM | actives 0.038% (n = 300,000);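 active = more than half of replicate wells score below -50%, meaning over 50% inhibition versus plate controls; inconclusive = some replicates but at most half score below -50%; inactive = no replicate scores below -50%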;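 also: 0% = median DMSO wells and -100% = median GW8510 positive control wells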
Target sequence (P49841 whole entry, looked up): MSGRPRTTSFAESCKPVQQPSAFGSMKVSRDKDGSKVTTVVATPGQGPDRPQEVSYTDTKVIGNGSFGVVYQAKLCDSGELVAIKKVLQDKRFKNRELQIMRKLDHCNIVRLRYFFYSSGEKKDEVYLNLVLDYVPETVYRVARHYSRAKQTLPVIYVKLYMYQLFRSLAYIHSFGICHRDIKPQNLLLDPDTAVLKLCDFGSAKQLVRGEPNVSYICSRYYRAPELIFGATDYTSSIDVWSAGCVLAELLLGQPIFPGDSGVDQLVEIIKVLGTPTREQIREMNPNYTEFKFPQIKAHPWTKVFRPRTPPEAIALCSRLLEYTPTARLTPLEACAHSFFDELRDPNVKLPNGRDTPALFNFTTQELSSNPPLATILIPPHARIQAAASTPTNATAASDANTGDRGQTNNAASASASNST
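Test system: GST-tagged human GSK3beta kinase, cell-free; evaluation: activity score scaled between in-plate DMSO and GW8510 controls; measured by: ADP-Glo luminescence; incubation: 60 min reaction, RT; benchmarks: DMSO and 20 µM GW8510; reagent: peptide substrate plus 25 µM ATP (final); medium: Tris/MgCl2 kinase buffer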
GSK3 alpha inh = blocks human GSK-3 alpha kinase; actives 0.1% (n = 320,000); ADP-Glo luminescence, 60 min; inhibition, % at 10 µM; AID 2650; P49840;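 in the data active = inhibition above about 50%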;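 also: GST-tagged GSK-3 alpha with peptide substrate and 25 µM ATP; 0% = DMSO neutral wells and 100% = GW8510 positive control wells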
HSP90 refold inh = inhibitors of HSP90 luciferase refolding in rabbit reticulocyte lysate | luciferase refolding luminescence, 3 h | inhibition, % at 5.6 µM | actives 0.91% (n = 290,000) | AID 1789;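 active = inhibition above the screen-wide mean plus 3 SD, computed separately per campaign, cut at about 16% in these data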;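 also: 0% = DMSO wells and 100% = 60 µM geldanamycin wells; inhibitors lower the luminescence because luciferase stays unfolded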
AI-2 QS mod = Vibrio harveyi AI-2 quorum sensing modulation. actives 0.4% (n = 300,000). Vibrio harveyi JMH597 AI-2 luminescence/OD600 ratio, 9 h; stronger effect = lower value; strain lacks LuxN and CqsS sensors; 0 = neutral-control median. activity change, % at 7.5 µM; in the data active = activity change below about -75%, passing the limit was not always enough; inconclusive = no clear call, values can overlap the other calls;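 also: luminescence divided by OD600 gain over 9 h not by final OD600 alone; inactives centre near 13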
HSF1 activator = increases HSF-1 driven luciferase reporter signal | NIH3T3-HGL HSF-1 luciferase reporter, MG132, 8 h; 100% = twice DMSO control signal | AID 504408 | activation, % at 9 µM | actives 1.7% (n = 300,000);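 active = mean replicate activation of at least 50% with a set share of replicates each reaching 50%; inconclusive = only one of those two conditions met; inactive = mean below 50% and too few replicates reaching it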;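 also: 0% = median of the neutral control wells and 100% = twice that signal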
HDAC3 inhib = human HDAC3 inhibition; actives 0.15% (n = 320,000); recombinant HDAC3, fluorogenic peptide/trypsin coupled, fluorescence; O15379; inhibition, % at 8.3 µM; in the data active = inhibition above about 26%, passing the limit was not always enough; inconclusive = no clear call, values can overlap the other calls
Target sequence (O15379 whole entry, looked up): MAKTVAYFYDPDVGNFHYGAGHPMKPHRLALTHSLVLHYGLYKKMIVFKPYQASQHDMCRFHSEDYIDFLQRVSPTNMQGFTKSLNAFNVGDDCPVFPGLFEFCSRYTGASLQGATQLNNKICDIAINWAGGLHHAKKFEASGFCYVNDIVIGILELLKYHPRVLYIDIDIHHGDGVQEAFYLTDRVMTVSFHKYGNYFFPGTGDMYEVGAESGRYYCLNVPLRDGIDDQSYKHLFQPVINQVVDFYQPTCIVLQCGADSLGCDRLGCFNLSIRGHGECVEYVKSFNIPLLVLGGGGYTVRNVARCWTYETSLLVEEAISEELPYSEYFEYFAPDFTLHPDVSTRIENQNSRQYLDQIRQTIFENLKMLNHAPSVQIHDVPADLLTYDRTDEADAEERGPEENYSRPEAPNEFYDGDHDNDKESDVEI
HSF1 inhib = HSF1 inhibition. AID 2098. actives 0.77% (n = 300,000). activity change, negative = inhibition, % at 7.5 µM (by protocol). NIH3T3-HGL HSE-luciferase, MG132-induced, luminescence 8 h; stronger effect = lower value;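 active = more than half of replicate wells show activity change below -50%, luminescence cut by over half; inconclusive = some wells, but at most half, below -50%; inactive = no replicate well below -50%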;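 also: luciferase reports HSF-1 transcriptional activity via heat shock element; 0% = median of DMSO wells and -100% = zero luminescence signal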
Platelet DG rel = modulates dense granule release in human platelets. actives 0.22% (n = 300,000). inhibition, %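 (compounds screened at 7.5 µM in platelet-rich plasma)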. human platelet-rich plasma, SFLLRN dense granule ATP release, luminescence;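 active = mean replicate score, as percent of positive control, at or above 50; inconclusive = mean below 50 but at least one replicate at or above 50; inactive = mean and every replicate below 50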
DYRK1A inh = Dyrk1A (rat) kinase inhibition; actives 0.43% (n = 310,000); inhibition, % at 12.5 µM; ADP-Glo luminescence, NFATc1 peptide; AID 504441; in the data active = inhibition above about 50%;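 also: plate controls were vehicle with enzyme for no effect and no enzyme for full effect; many of its hits are not listed in these tables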
An asterisk follows results filed as active; i = inactive; ? = inconclusive; . = not tested or not shown.

PolyA inhibitor | GSK3beta inhib | GSK3 alpha inh | HSP90 refold inh | AI-2 QS mod | HSF1 activator | HDAC3 inhib | HSF1 inhib | Platelet DG rel | DYRK1A inh | structure
. | 1 | . | -3 | 21 | . | 10 | . | . | 18 | Cc1cc(C(=O)O)ccc1-c1ccc(/C=C2\SC(=O)N(CC(=O)Nc3ccc4c(c3)OCO4)C2=O)o1
i | 3 | -5 | -1 | 16 | -3 | 5 | -4 | 2 | -2 | CC(=O)c1c(C)[nH]c(C(=O)CSc2ncnc3sc(-c4ccccc4)cc23)c1C
i | 1 | -1 | 2 | 19 | 6 | 2 | 1 | 8 | 2 | COc1ccc(OC)c(CNc2nc3ccccc3n2CCN2CCCCC2)c1
i | 0 | -1 | -1 | 22 | 6 | -6 | 5 | -5 | 5 | COc1ccc(S(=O)(=O)NC2CCCC2)cc1NC(C)=O
i | 22 | -1 | 6 | 22 | ? | . | 19 | 3 | 0 | O=[N+]([O-])c1ccccc1-c1nc(-c2ccc(Br)o2)no1
. | 0 | -1 | 1 | 17 | 24 | 7 | 18 | 4 | 17 | CN=c1scc(-c2ccc(OC)cc2)n1/N=C(\C)c1cccnc1
i | 2 | -2 | 1 | 33 | 28 | -6 | 19 | 1 | 0 | Cc1cccc(OCCCCCNCCO)c1
i | 1 | -4 | -4 | 13 | 2 | -4 | -5 | -42 | -9 | CCOC(=O)CSc1ncnc2c1cnn2-c1ccc(Cl)cc1
i | -2 | 1 | 29* | 45 | 5 | 0 | -2 | 22 | . | Cn1c(=N)n(CC(=O)c2ccccc2)c2ccccc21
i | -3 | 1 | 0 | 21 | -19 | 0 | 3 | 6 | 6 | Cc1ccc(NC(=O)CSc2nc3ncc(Br)cc3[nH]2)cc1C
i | -3 | . | 0 | 1 | 13 | -1 | 6 | 15 | -5 | Cn1c(=O)c2c(nc(CN3CCc4ccccc4C3)n2CCCO)n(C)c1=O
i | -12 | 1 | 4 | 13 | 70* | -2 | 24 | 8 | -5 | O=C(Nc1ccc(OC(F)F)c(Cl)c1)c1ccccn1
i | 1 | 0 | -1 | 10 | -5 | 13 | 6 | -2 | 3 | CCCCCC(O)(c1ccccc1)C(CN1CCOCC1)c1ccccc1 (centres undefined)
i | 1 | 1 | -2 | -2 | 8 | 1 | -3 | 0 | -6 | O=S(=O)(c1ccc(F)cc1)N1CCC(n2cnc3ccccc32)CC1
i | -4 | -1 | -8 | -11 | -4 | 2 | 0 | -3 | -1 | Nc1cccc(Cl)c1N1CCOCC1
i | 0 | -1 | 7 | 2 | -11 | 4 | 2 | -2 | -3 | O=C(C1CCC(=O)N(C2CCCC2)C1)N1CCN(Cc2cccc(F)c2)CC1 (centres undefined)
i | -1 | -5 | -2 | 24 | 2 | -1 | -3 | -2 | -3 | CCCC(=O)NCCc1ccc(S(N)(=O)=O)cc1
i | 2 | 2 | -3 | 22 | 19 | -2 | 4 | 6 | -2 | C=CCn1c(O)c(N=NC(=O)c2ccc3c(c2)OCO3)c2ccccc21
i | 3 | -1 | -2 | 20 | 26 | -2 | 18 | 21 | 5 | CCCCN1C(=O)C(=O)N(c2ccccc2)C1=S
i | 0 | 3 | -2 | 26 | 4 | -7 | 6 | -5 | -5 | CCC(=O)NC(c1cccc([N+](=O)[O-])c1)c1c(O)ccc2ccccc12 (centres undefined)
i | 4 | 3 | 1 | -17 | -9 | -4 | -5 | -5 | 5 | Cc1ccccc1OCCc1c(C)[nH]c(=S)[nH]c1=O
i | -8 | 1 | 1 | 18 | -64 | -5 | -62* | 70* | 1 | COc1cc(O)oc1C=Nc1ccc(C(=O)O)cc1
i | 3 | 0 | 0 | 6 | 44 | 0 | 17 | -14 | -3 | CCOc1ccc(CN(C)C(C)C(=O)NCCc2ccc(F)cc2)cc1 (centres undefined)
i | -5 | 0 | 1 | 24 | 13 | -2 | 20 | 7 | 3 | O=C(Nc1ccc2c(c1)Cc1ccccc1-2)c1ccc(Br)o1
i | 0 | 0 | -4 | 42 | 6 | 6 | -9 | 2 | 1 | Cc1ccc(NC2=NCC(=O)N2Cc2ccc3c(c2)OCO3)c(C)c1
i | 1 | -6 | -2 | 6 | 13 | -15 | 4 | -2 | -2 | CC(C)c1cc(N2CCC(=O)NC2=O)cc(C(=O)O)c1O
i | -2 | 7 | 1 | -30 | 0 | -3 | -9 | -2 | -2 | O=C(Nc1ccc(OC(F)(F)F)cc1)C1CC(c2ccc(F)cc2)=NO1 (centres undefined)
i | 4 | 1 | -1 | -5 | 1 | -1 | 1 | -5 | 2 | COCc1ccc(C(=O)NC2CC(C)(C)Cc3c2cnn3-c2ccc(C)cc2)o1 (centres undefined)
i | 1 | -4 | 1 | -2 | ? | 1 | 10 | -17 | 0 | CCC(C)NC(=O)CC(NS(=O)(=O)c1ccc(Cl)cc1)c1ccco1 (centres undefined)
i | 6 | -1 | 2 | 14 | 16 | 1 | 6 | 8 | 5 | CC(NS(=O)(=O)c1ccc([N+](=O)[O-])cc1)C(c1cccs1)N1CCOCC1 (centres undefined)
i | -1 | -2 | 5 | 8 | -4 | 5 | -3 | 2 | . | CCOC(=O)c1c(NC(=O)CN2CCOCC2)sc(C(=O)NC)c1C
i | 2 | 0 | -4 | -11 | -3 | 6 | 1 | -4 | -7 | CCOC(=O)N1CCc2c(sc3ncn(Cc4ccc(F)cc4)c(=O)c23)C1
i | 4 | -5 | -1 | 19 | 0 | 1 | 0 | -3 | -3 | CCOC(=O)c1cccnc1SC(CC)C(=O)NCc1ccco1 (centres undefined)
i | -3 | 0 | 4 | 13 | -6 | -6 | 2 | -3 | -1 | COCC(=O)NCc1ccc2c(c1)cc(C)n2C
i | 7 | -5 | 12 | 20 | 16 | 4 | -1 | -6 | -6 | COc1ccc(/C(C)=C2\SC(=S)N(CCC(=O)O)C2=O)cc1
i | 0 | 0 | 2 | -1 | 26 | -15 | 27 | 0 | -1 | CCOC(=O)c1sc(Nc2nc3c(OC)cccc3s2)nc1C
i | -4 | -2 | 5 | 9 | 4 | -4 | 9 | 11 | 2 | COc1ccc(NC(=O)Cn2nnc(-c3ccccc3N)n2)cc1OC
i | 3 | 1 | 2 | ? | -2 | -2 | 7 | 10 | 1 | O=C(CCc1ccccc1)Nc1c(F)cccc1F
i | 1 | 6 | 5 | 75 | 24 | -3 | 6 | 13 | 7 | CC(=O)c1ccc(OCc2cc(C(=O)N3CC[C@@H]4CCCC[C@H]4C3)no2)cc1
i | 2 | 1 | . | 29 | -10 | -5 | -3 | -2 | -14 | Cc1cccc(N2CC(C(=O)Nc3ccccc3N3CCCC3)CC2=O)c1C (centres undefined)
i | -1 | -1 | -1 | 26 | . | 8 | . | -3 | -1 | O=C(CSc1nnnn1-c1ccc(Cl)cc1)NNC(=O)c1ccc([N+](=O)[O-])cc1
i | 7 | -2 | -1 | 17 | 25 | -4 | -1 | 11 | 3 | Cc1cc(N2CCC(C(N)=O)CC2)nc(-c2ccccc2)n1
i | 1 | . | 4 | 26 | 4 | 10 | 8 | -4 | . | O=C(Nc1ccn(Cc2ccccc2F)n1)c1ccc(COc2ccccc2Cl)cc1
i | 0 | -1 | . | 1 | 12 | -3 | 5 | 1 | 2 | O=C(CCNC(=O)c1ccc(Br)cc1)Nc1cccc(S(=O)(=O)N2CCCCCC2)c1
i | 4 | -2 | 0 | 35 | 6 | 0 | 2 | -2 | . | COc1ccc(C(=O)CCN2CCc3cc(OC)c(OC)cc3C2)cc1
i | 2 | 4 | -1 | 19 | 10 | -24 | -2 | 0 | 14 | Cc1cc(OCC(=O)NC(Cc2ccc(Cl)cc2)C(=O)O)c2c(C)c(C)c(=O)oc2c1 (centres undefined)
i | 0 | -4 | -2 | 0 | 14 | -16 | 13 | 1 | -6 | CCOc1ccc(OCCN2C(=O)NC3(CCCc4ccccc43)C2=O)cc1 (centres undefined)
i | 0 | 0 | 4 | 20 | 38 | 2 | -2 | 22 | 9 | CC(=O)c1ccc(NC(=O)COC(=O)c2ccccc2N=Nc2ccc(N(C)C)cc2)cc1
i | 1 | 3 | -1 | 27 | -20 | 0 | -4 | 1 | . | CN(C)/N=C/c1ccc(OC(=O)c2cccc([N+](=O)[O-])c2)cc1
i | -1 | 5 | 0 | 15 | . | 0 | . | 6 | -5 | CCCCN(C)C(=O)c1nc2ccccn2c1CN1CCSCC1
i | 1 | 0 | 2 | 7 | -5 | -3 | -8 | 0 | -3 | Cc1nc2ncnn2c(C)c1CCC(=O)NCc1ccccc1
i | -2 | . | -1 | 21 | -1 | . | 1 | 0 | 28 | CC(=O)CSc1nc(-c2cccs2)c(C#N)c(=O)[nH]1
i | 3 | 2 | 0 | 14 | -1 | -3 | 0 | 6 | 3 | CSCCC1C(=O)OC2(C)CC(C)(C)NC(=S)N12 (centres undefined)
i | 0 | -3 | -4 | -19 | 22 | -3 | 13 | 7 | -1 | CSC1=C(C#N)C(c2sccc2C)CC(=O)N1 (centres undefined)
i | 3 | -2 | -5 | 3 | -15 | 7 | -3 | 2 | 4 | O=C(O)c1cccc(Oc2ccccc2[N+](=O)[O-])c1
i | -1 | -1 | -1 | -2 | 15 | 2 | 2 | -18 | 3 | CC(=O)Nc1cccc(OCC(=O)NC(C)c2ccc3ccccc3c2)c1 (centres undefined)
i | 1 | 2 | -2 | 36 | 18 | -3 | -3 | 0 | -1 | O=C(NCCc1ccc(Cl)cc1)c1cc(=O)[nH]c2ccccc12
i | 1 | -2 | 2 | 21 | ? | 1 | 44 | -7 | 0 | O=c1[nH]c2ccccc2n1CCC1CCCCC1
i | -2 | -4 | -2 | 15 | -8 | -1 | 5 | 0 | -1 | Cc1c(C(=O)Nc2ccc(OC(F)(F)F)cc2)sc2nc3n(c(=O)c12)CCC3
i | 1 | -2 | 3 | 6 | 1 | -4 | 2 | -4 | -4 | Cn1c(SCC(=O)Nc2ccc(NC(=O)c3cccs3)cc2)nnc1-c1ccncc1
i | -3 | -3 | -3 | 23 | 8 | 7 | 7 | 3 | 7 | Nc1cccc(C(=O)Nc2ccccc2Cl)c1
i | 2 | -1 | 2 | -5 | -8 | -2 | -2 | 10 | -3 | O=C(Nc1cccc2c1N(C(=O)c1ccco1)CCC2)c1ccco1
i | -8 | 0 | -8 | 12 | 3 | 2 | 3 | 28 | -10 | CCOC(=O)c1cc[n+](CC(=O)c2ccc(F)cc2)cc1

An excerpt of these results, with two lines to a compound:
Value order – PolyA inhibitor, GSK3beta inhib, GSK3 alpha inh, HSP90 refold inh, AI-2 QS mod, HSF1 activator, HDAC3 inhib, HSF1 inhib, Platelet DG rel, DYRK1A inh
CN(C)/N=C/c1ccc(OC(=O)c2cccc([N+](=O)[O-])c2)cc1
→ i, 1, 3, -1, 27, -20, 0, -4, 1, .
CCCCN(C)C(=O)c1nc2ccccn2c1CN1CCSCC1
→ i, -1, 5, 0, 15, ., 0, ., 6, -5

These rows are one share of the data. The share of hits here may be higher or lower than overall.
